PPC-1+TRAIL kill – compounds killing PPC-1 cancer cells with TRAIL present, primary screen, TRAIL potentiator project, ATPLite luminescence, uHTS; actives 0.41% (n = 220,000); cell killing (% activity), % at 4 µM; PPC-1 cells + TRAIL, ATPLite viability luminescence;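 active means cell killing above 50% in the first pass at 4 µM, then a duplicate retest at 5 µM averaging 50% or more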;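 further: plate controls were cells with TRAIL plus DMSO for no effect and medium-only wells lacking cells for full effect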
NPY-Y1 antag – NPY-Y1 receptor antagonists, primary screen, cell-based; actives 1% (n = 200,000); HEK293-CNG Y1 cells, membrane potential fluorescence; NPY at EC95, then isoproterenol; inhibition, % at 3.6 µM; Neuropeptide Y receptor type 1 (Homo sapiens), P25929;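 active means inhibition above the campaign mean inhibition of all tested compounds plus 3 SD, cut at about 20% in these data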;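 further: 0% = DMSO wells given NPY plus isoproterenol and 100% = isoproterenol alone without NPY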
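Benchmarks – high control isoproterenol alone, low control NPY with isoproterenol · Material – HEK293 Y1/CNG channel cell line · Times – dye 3 h, compound 60 min room temperature, stimulation 45 min · Probe or stimulus – NPY (25 nM), isoproterenol (1 µM), Ro 20-1724 (25 µM) · Evaluation – % inhibition of NPY effect · Signal – fluorescence, membrane potential probe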
CHOP inh – inhibitors of CHOP promoter induction, primary screen, cell-based, unfolded protein response, luciferase reporter; CHO-K1 CHOP-promoter luciferase, tunicamycin-induced, 15-18 h; inhibition, % at 10 µM; AID 2732, 2010; actives 3.8% (n = 220,000);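 active means compounds that reduced the stress-induced luciferase reporter signal by more than about 70% of percent inhibition, limit read from the data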;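 further: 0% = tunicamycin plus vehicle and 100% = wells without tunicamycin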
TRPML3 ag – human TRPML3 channel agonists, primary screen, cell-based, HEK293 TRPML3-YFP, Fluo-8 calcium fluorescence, 3 µM; Mucolipin-3 (Homo sapiens), Q8TDD5; actives 0.29% (n = 220,000); activation, % at 3 µM; 100% = the carbachol control signal;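 active means activation above its plate's cutoff, the mean activation of the plate's test wells plus 3 SD, cut at about 12% in these data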;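 further: 0% = DMSO only wells and 100% = carbachol wells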
Target sequence (Q8TDD5 whole entry, looked up): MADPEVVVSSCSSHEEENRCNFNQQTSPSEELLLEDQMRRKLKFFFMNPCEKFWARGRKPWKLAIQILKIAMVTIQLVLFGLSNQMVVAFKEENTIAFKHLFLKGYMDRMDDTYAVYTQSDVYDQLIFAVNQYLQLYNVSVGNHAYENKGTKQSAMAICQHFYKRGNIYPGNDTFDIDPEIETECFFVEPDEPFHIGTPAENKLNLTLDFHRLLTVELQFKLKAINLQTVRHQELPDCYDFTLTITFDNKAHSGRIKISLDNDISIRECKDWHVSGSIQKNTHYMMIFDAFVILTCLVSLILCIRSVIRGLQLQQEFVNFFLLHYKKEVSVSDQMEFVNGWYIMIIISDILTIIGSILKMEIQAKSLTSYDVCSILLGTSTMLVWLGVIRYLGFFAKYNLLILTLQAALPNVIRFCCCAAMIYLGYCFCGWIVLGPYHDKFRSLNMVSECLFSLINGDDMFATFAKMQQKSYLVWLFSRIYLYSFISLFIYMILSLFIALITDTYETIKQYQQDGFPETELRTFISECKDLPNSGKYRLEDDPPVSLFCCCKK
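Test system: HEK293 cells stably carrying human TRPML3-YFP; Doses: single dose, 3 µM final nominal compound, 0.3% DMSO final; Schedule: dye loading 1 h 37 °C then 30 min ambient, 125 s read; Technique: Fluo-8 calcium fluorescence; Benchmarks: high control carbachol 87 µM, low control DMSO.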
zfTRPN1 agonist – zebrafish TRPN1 channel agonists, primary screen, cell-based, HEK293, calcium fluorescence. HEK293 zebrafish TRPN1-YFP, Fluo-8 calcium fluorescence; 100% = response to 87 µM carbachol. activation, % at 3 µM. actives 0.18% (n = 220,000);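 active means activation above its plate's cutoff, the mean activation of test wells on that plate plus 3 SD, cut at about 19% in these data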;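 further: 0% = DMSO alone and 100% = 87 µM carbachol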
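Material: zebrafish TRPN1-YFP in HEK293 cells; Doses: single test compound dose, 3 µM nominal, 0.3% DMSO; Timing: dye loading 1 h at 37 °C, then 30 min room temperature; Technique: intracellular calcium fluorescence with Fluo-8; Benchmarks: high carbachol 87 µM, low DMSO alone.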
NPY1 pot ag – NPY-Y1 receptor potentiators or agonists, primary screen, cell-based; NPY-Y1 expressing cells, potentiator/agonist activation; activation, % at 3.6 µM; AID 1304, 2008; actives 0.37% (n = 220,000); in the data active means activation above about 33%, passing the limit was not always enough;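 further: cells stimulated with NPY at EC10 then isoproterenol at EC100; 0% = low agonist plus stimulus and 100% = saturating agonist plus stimulus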
14-3-3 Bad inh – inhibitors of 14-3-3 zeta/Bad binding, primary screen, biochemical, TR-FRET, bovine 14-3-3 zeta; TR-FRET 14-3-3zeta/Dy647-pBad peptide displacement, 1 h; 14-3-3 protein zeta/delta (Bos taurus), P63103; actives 0.71% (n = 220,000); AID 781, 2007; inhibition, % at 21.7 µM;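 active means inhibition above about 70%, limit read from the data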;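 further: 0% = full 14-3-3 plus peptide FRET controls and 100% = background without 14-3-3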
EP2 mod – EP2 receptor modulators, cAMP readout, primary screen, cell-based, HTRF cAMP, PGE2 stimulation; Prostaglandin E2 receptor EP2 subtype (Homo sapiens), P43116; EP2-expressing cells, cAMP HTRF FRET, PGE2 co-stimulation; induction, % at 25 µM; actives 0.83% (n = 260,000); AID 940, 2007;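 active means compounds whose cAMP rise, as percent of the full-agonist control response, exceeds 60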;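 further: rat C6 glioma line stably carrying human EP2 under a CMV promoter; the protocol text gives 20 µM as final concentration; 100% = response of wells given 1 µM PGE2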
Target sequence (P43116 whole entry, looked up): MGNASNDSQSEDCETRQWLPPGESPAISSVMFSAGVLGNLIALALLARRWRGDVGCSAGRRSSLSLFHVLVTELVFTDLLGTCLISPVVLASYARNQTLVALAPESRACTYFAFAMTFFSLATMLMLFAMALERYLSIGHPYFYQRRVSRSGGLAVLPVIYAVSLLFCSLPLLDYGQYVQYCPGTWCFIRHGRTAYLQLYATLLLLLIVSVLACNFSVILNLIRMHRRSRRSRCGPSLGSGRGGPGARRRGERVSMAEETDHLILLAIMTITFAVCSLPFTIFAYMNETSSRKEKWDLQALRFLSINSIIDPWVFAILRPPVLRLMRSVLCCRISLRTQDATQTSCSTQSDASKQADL
EP2 antag – human EP2 receptor antagonists, primary screen, TR-FRET cAMP, C6 glioma cells; C6 glioma cells expressing human EP2; cells stimulated with saturating PGE2; inhibition, % at 25 µM; actives 0.52% (n = 260,000);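 active means percent inhibition above 40 after rounding to a whole number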;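 further: rat C6 glioma host cells with rolipram phosphodiesterase inhibitor present; the protocol text gives 20 µM as final concentration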
Numbers without * were called inactive; [ ] = another dose, or the depositor's remark. A portion of the library. The share of hits here may be higher or lower than overall.

Screening CC(C)OP(=O)(OC(C)C)C(C)NC(=O)Cc1ccccc1 (configuration not stated) returned PPC-1+TRAIL kill -12, NPY-Y1 antag 3, CHOP inh 21, TRPML3 ag 0.5, zfTRPN1 agonist 1.2, NPY1 pot ag -4, 14-3-3 Bad inh -3, EP2 mod 13 and EP2 antag 11.
`O=C(NC(=S)Nc1cc(Cl)ccc1O)c1cccc(Br)c1` gave PPC-1+TRAIL kill -4, CHOP inh -12, TRPML3 ag 1.0, zfTRPN1 agonist 3.8, NPY1 pot ag 10, 14-3-3 Bad inh -12, EP2 mod -42 and EP2 antag 22.
For COc1ccc(NC(C)=O)cc1S(=O)(=O)Nc1ccccc1C(=O)N1CCCC1 the results were PPC-1+TRAIL kill -1, NPY-Y1 antag -1, CHOP inh -23, TRPML3 ag 0.5, zfTRPN1 agonist 0.0, NPY1 pot ag 5, 14-3-3 Bad inh 4, EP2 mod 4 and EP2 antag -2.
For CCn1c(C)nc2cc(C(=O)NNC(=S)Nc3ccccc3Cl)ccc21 the results were PPC-1+TRAIL kill 6, NPY-Y1 antag 12, CHOP inh 19, TRPML3 ag 0.8, zfTRPN1 agonist 1.6, NPY1 pot ag -32, 14-3-3 Bad inh -13, EP2 mod -3 and EP2 antag 10.
`O=C(c1cc2ccccc2cc1OCC(O)CN1CCCCC1)N1CCCCC1` (configuration not stated) gave PPC-1+TRAIL kill 12, NPY-Y1 antag 6, CHOP inh -19, TRPML3 ag 0.4, zfTRPN1 agonist 0.6, NPY1 pot ag -2, 14-3-3 Bad inh 11[fluorescence artefact?], EP2 mod -10 and EP2 antag 10.
For O=C(Nc1nccs1)C1CCN(S(=O)(=O)c2cccnc2)CC1 the results were PPC-1+TRAIL kill 4, CHOP inh 8, 14-3-3 Bad inh 2, EP2 mod 12 and EP2 antag 4.
`COC(=O)/C(=C\Nc1ccc(Cl)cc1Cl)NC(=O)c1ccc(Cl)cc1Cl` gave PPC-1+TRAIL kill 5, NPY-Y1 antag 4, CHOP inh 55, TRPML3 ag 0.3, zfTRPN1 agonist -0.4, NPY1 pot ag -22, 14-3-3 Bad inh 2 and EP2 mod -14.
`CCCc1cc(=O)[nH]c(SCC(=O)NC2CCCCC2)n1` gave PPC-1+TRAIL kill -19, NPY-Y1 antag 4, CHOP inh 25, TRPML3 ag 1.2, zfTRPN1 agonist 0.0, NPY1 pot ag -7, 14-3-3 Bad inh 2, EP2 mod 2 and EP2 antag 5.
Screening CC(=O)NCCNS(=O)(=O)c1ccc(C)c([N+](=O)[O-])c1 returned PPC-1+TRAIL kill 2, NPY-Y1 antag 2, CHOP inh 1, TRPML3 ag 1.0, zfTRPN1 agonist 0.6, NPY1 pot ag 13, 14-3-3 Bad inh -4, EP2 mod 1 and EP2 antag 2.
For Clc1ccc(OCc2nc3ccccc3[nH]2)cc1 the results were PPC-1+TRAIL kill 33[5 µM], NPY-Y1 antag 7, CHOP inh -17, TRPML3 ag -1.6, zfTRPN1 agonist -1.0, NPY1 pot ag -13, 14-3-3 Bad inh -14, EP2 mod -11 and EP2 antag 4.
For COc1cccc(-c2nc(N3CCC(C)CC3)c3ccccc3n2)c1O the results were PPC-1+TRAIL kill 12, NPY-Y1 antag 0, CHOP inh 59, TRPML3 ag 0.5, zfTRPN1 agonist -0.9, NPY1 pot ag 2, 14-3-3 Bad inh 13, EP2 mod 56 and EP2 antag 19.
Screening COn1c(=O)c(-c2ccc(Cl)cc2)[n+]([O-])c2ccccc21 returned PPC-1+TRAIL kill 4, NPY-Y1 antag -1, CHOP inh 9, TRPML3 ag 0.6, zfTRPN1 agonist 0.5, NPY1 pot ag -16, 14-3-3 Bad inh -5, EP2 mod -5 and EP2 antag 16.
For Cc1ccc(CN2CN(S(=O)(=O)c3cccs3)c3nc4ccccc4nc32)cc1 the results were PPC-1+TRAIL kill 34, NPY-Y1 antag 4, CHOP inh -33, TRPML3 ag -0.6, zfTRPN1 agonist 0.5, NPY1 pot ag -14, 14-3-3 Bad inh 15 and EP2 mod 16.
Screening COCc1cc(/C=N\NC(=O)COc2ccccc2)ccc1OC returned PPC-1+TRAIL kill 8, NPY-Y1 antag 3, CHOP inh 11, TRPML3 ag -0.4, zfTRPN1 agonist -0.2, NPY1 pot ag -1, 14-3-3 Bad inh 17, EP2 mod -29 and EP2 antag 3.
Cc1cc(=O)oc2cc3c(cc12)OCCN3 was read as PPC-1+TRAIL kill 2, NPY-Y1 antag 4, CHOP inh -2, TRPML3 ag 0.0, zfTRPN1 agonist 0.7, NPY1 pot ag 2, 14-3-3 Bad inh -18, EP2 mod 19 and EP2 antag 14.
CCC(=O)c1ccc(OCC(=O)c2ccc3c(c2)NC(=O)CO3)cc1 was read as PPC-1+TRAIL kill 18, CHOP inh 14, TRPML3 ag 0.7, zfTRPN1 agonist 1.2, NPY1 pot ag 21, 14-3-3 Bad inh -5, EP2 mod 14 and EP2 antag 8.
Screening CCOC(=O)c1c(/N=C/c2ccc(C)cc2O)sc2c1CCC2 returned PPC-1+TRAIL kill 0, NPY-Y1 antag 2, CHOP inh 8, TRPML3 ag -0.4, zfTRPN1 agonist -0.1, NPY1 pot ag 6, 14-3-3 Bad inh 2[fluorescence artefact?], EP2 mod 39 and EP2 antag 9.
`O=C(c1ccccc1)N1CCN(CC2CC=CCC2)CC1` (configuration not stated) gave PPC-1+TRAIL kill -3, NPY-Y1 antag -5, CHOP inh 79*, TRPML3 ag 1.0, zfTRPN1 agonist 5.3, NPY1 pot ag -30, 14-3-3 Bad inh 56, EP2 mod 12 and EP2 antag 2.
`CCNCc1cc([N+](=O)[O-])ccc1OCC` gave PPC-1+TRAIL kill 9, NPY-Y1 antag 7, CHOP inh 8, TRPML3 ag 0.8, zfTRPN1 agonist -0.5, NPY1 pot ag 16, 14-3-3 Bad inh 13, EP2 mod 17 and EP2 antag -1.
Oc1ccccc1/C=N/Nc1cc(N2CCCC2)nc(N2CCCC2)n1 was read as PPC-1+TRAIL kill 1, NPY-Y1 antag 7, CHOP inh 4, TRPML3 ag 0.2, zfTRPN1 agonist -0.6, NPY1 pot ag -13, 14-3-3 Bad inh -13, EP2 mod -1 and EP2 antag 3.
Screening CC(C)NC(=O)C1CCCN(S(C)(=O)=O)C1 (configuration not stated) returned PPC-1+TRAIL kill 8, NPY-Y1 antag 6, CHOP inh 9, TRPML3 ag 0.1, zfTRPN1 agonist 1.1, NPY1 pot ag 12, 14-3-3 Bad inh 3, EP2 mod 6 and EP2 antag 4.
Screening Cc1cc(C(=O)N2CCCC(C(=O)c3ccc4ccccc4c3)C2)nn1C (configuration not stated) returned PPC-1+TRAIL kill -2, NPY-Y1 antag 12, CHOP inh 11, TRPML3 ag 0.1, zfTRPN1 agonist 2.2, NPY1 pot ag -45, 14-3-3 Bad inh 5, EP2 mod -44 and EP2 antag 4.
For C=CCn1c(SCC(=O)Nc2ccc3c(c2)OCO3)nnc1-c1cc(Br)ccc1O the results were PPC-1+TRAIL kill 16, NPY-Y1 antag -5, CHOP inh 53, TRPML3 ag -0.8, zfTRPN1 agonist -1.6, NPY1 pot ag -31, 14-3-3 Bad inh -8, EP2 mod 43 and EP2 antag 2.
For CC(C)CCn1c(=S)[nH]c2ncccc2c1=O the results were PPC-1+TRAIL kill 1, NPY-Y1 antag -2, CHOP inh 7, TRPML3 ag 0.6, zfTRPN1 agonist 1.3, NPY1 pot ag -7, 14-3-3 Bad inh -9 and EP2 mod 9.
Screening Cc1ccc(-c2[nH]c3cc(C(N)=O)ccc3c(=O)c2O)cc1 returned PPC-1+TRAIL kill 4, CHOP inh 8, 14-3-3 Bad inh -4, EP2 mod 5 and EP2 antag 7.
COc1ccc(CCNC(=O)COC(=O)c2cc(OC)c(OC)cc2OC)cc1 was read as PPC-1+TRAIL kill 18, NPY-Y1 antag -3, CHOP inh 0, TRPML3 ag 0.5, zfTRPN1 agonist -2.6, NPY1 pot ag -10, 14-3-3 Bad inh -9, EP2 mod 0 and EP2 antag 4.

Five structures from above, ordered by count of non-hydrogen atoms, lowest first:
`CCNCc1cc([N+](=O)[O-])ccc1OCC` gave PPC-1+TRAIL kill 9, NPY-Y1 antag 7, CHOP inh 8, TRPML3 ag 0.8, zfTRPN1 agonist -0.5, NPY1 pot ag 16, 14-3-3 Bad inh 13, EP2 mod 17 and EP2 antag -1.
Screening Cc1ccc(-c2[nH]c3cc(C(N)=O)ccc3c(=O)c2O)cc1 returned PPC-1+TRAIL kill 4, CHOP inh 8, 14-3-3 Bad inh -4, EP2 mod 5 and EP2 antag 7.
Oc1ccccc1/C=N/Nc1cc(N2CCCC2)nc(N2CCCC2)n1 was read as PPC-1+TRAIL kill 1, NPY-Y1 antag 7, CHOP inh 4, TRPML3 ag 0.2, zfTRPN1 agonist -0.6, NPY1 pot ag -13, 14-3-3 Bad inh -13, EP2 mod -1 and EP2 antag 3.
Screening Cc1cc(C(=O)N2CCCC(C(=O)c3ccc4ccccc4c3)C2)nn1C (configuration not stated) returned PPC-1+TRAIL kill -2, NPY-Y1 antag 12, CHOP inh 11, TRPML3 ag 0.1, zfTRPN1 agonist 2.2, NPY1 pot ag -45, 14-3-3 Bad inh 5, EP2 mod -44 and EP2 antag 4.
For C=CCn1c(SCC(=O)Nc2ccc3c(c2)OCO3)nnc1-c1cc(Br)ccc1O the results were PPC-1+TRAIL kill 16, NPY-Y1 antag -5, CHOP inh 53, TRPML3 ag -0.8, zfTRPN1 agonist -1.6, NPY1 pot ag -31, 14-3-3 Bad inh -8, EP2 mod 43 and EP2 antag 2.

Compound activity (PubChem BioAssay)
